PrPC surface inh = inhibitors of human cell surface prion protein PrPC; P04156; TR-FRET read-out; inhibition, % at 13.8 µM; 370,000 compounds, 0.43% hits; AID 720596; in the data active = inhibition above about 24%; note: 0% = median of the test wells and 100% = reference compound wells
Anthrax LF prot = blocks Bacillus anthracis lethal factor protease. 360,000 compounds, 0.12% hits. multiplex microsphere protease cleavage assay, LF. inhibition, % at 10 µM; note: plate controls were buffer without enzyme for full effect and enzyme alone for no effect
Target sequence (P15917 whole entry, looked up): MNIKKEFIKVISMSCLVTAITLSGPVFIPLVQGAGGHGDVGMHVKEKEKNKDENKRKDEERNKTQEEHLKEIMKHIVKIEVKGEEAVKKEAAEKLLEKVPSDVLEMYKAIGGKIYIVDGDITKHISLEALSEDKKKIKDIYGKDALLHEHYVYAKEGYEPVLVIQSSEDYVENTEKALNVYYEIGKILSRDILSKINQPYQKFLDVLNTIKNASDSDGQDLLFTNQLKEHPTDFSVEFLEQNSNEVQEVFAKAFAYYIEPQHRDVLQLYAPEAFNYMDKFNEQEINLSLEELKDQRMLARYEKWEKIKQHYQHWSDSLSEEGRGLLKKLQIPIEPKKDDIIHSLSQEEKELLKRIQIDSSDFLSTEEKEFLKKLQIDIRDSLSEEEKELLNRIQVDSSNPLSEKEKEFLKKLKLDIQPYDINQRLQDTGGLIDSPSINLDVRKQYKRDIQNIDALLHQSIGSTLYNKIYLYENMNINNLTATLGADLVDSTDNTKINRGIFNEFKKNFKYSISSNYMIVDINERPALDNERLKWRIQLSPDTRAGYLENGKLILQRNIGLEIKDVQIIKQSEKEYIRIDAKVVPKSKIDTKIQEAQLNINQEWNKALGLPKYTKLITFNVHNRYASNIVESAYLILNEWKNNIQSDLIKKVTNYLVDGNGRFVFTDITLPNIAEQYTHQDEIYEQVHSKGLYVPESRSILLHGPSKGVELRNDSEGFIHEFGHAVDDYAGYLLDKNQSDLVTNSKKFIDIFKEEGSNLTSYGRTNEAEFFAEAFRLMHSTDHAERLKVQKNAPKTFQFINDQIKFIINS
Yp Topo-I inh = inhibitors of Yersinia pestis topoisomerase I | Y. pestis Topo-I cleavage product accumulation, plate reader | activity, % at 10 µM | 360,000 compounds, 0.064% hits | AID 504884; in the data active = activity above about 50%, passing the limit was not always enough; inconclusive = no clear call, values can overlap the other calls; note: inactives centre near 2
PfHsp40 rescue = compounds rescuing yeast from Plasmodium falciparum HSP40 toxicity | S. cerevisiae expressing PfHsp40, growth rescue, ATP luminescence | growth rescue, % at 12.5 µM | 340,000 compounds, 0.68% hits | AID 504582; in the data active = growth rescue above about 28%, passing the limit was not always enough; inconclusive = no clear call, values can overlap the other calls;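 note: yeast W303a lacking pdr1 and pdr3 grown in galactose medium; growth measured after three days at 30 °C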
FadD28 FP inh = M. tuberculosis FadD28 bisubstrate binding inhibition; FadD28 bisubstrate probe binding, fluorescence polarization; inhibition, % at 12.5 µM; 360,000 compounds, 0.22% hits; AID 588549; in the data active = inhibition above about 8.5%, passing the limit was not always enough; inconclusive = no clear call, values can overlap the other calls
BoNT-A LC inh2 = inhibitors of Botulinum neurotoxin A light chain protease. multiplex microsphere protease substrate cleavage, flow cytometry. 360,000 compounds, 0.17% hits. inhibition, % at 10 µM. AID 588499; note: plate controls were buffer without enzyme for full effect and enzyme alone for no effect
BoNT-F LC inh = blocks Botulinum neurotoxin F light chain protease. Multiplex microsphere protease cleavage assay, flow cytometry. 360,000 compounds, 0.22% hits. inhibition, % at 10 µM; in the data active = inhibition above about 35%, passing the limit was not always enough; inconclusive = no clear call, values can overlap the other calls; note: plate controls were buffer without enzyme for full effect and enzyme alone for no effect
CCHF vOTU inh = CCHFV vOTU protease inhibition | Pep-AMC fluorescence | inhibition, % at 11.5 µM | 370,000 compounds, 0.55% hits | AID 651958; in the data active = inhibition above about 30%; note: 0% = vehicle wells with enzyme and 100% = no enzyme wells
TcdB GH inh = blocks C. difficile toxin B glycohydrolase activity; P18177; TcdB glycohydrolase enzymatic assay, plate reader; inhibition, % at 9.99 µM; AID 652162; 350,000 compounds, 0.24% hits; in the data active = inhibition above about 10%
* hit, by the source's call; ? = inconclusive; . = no result given. Cut-off read from the data, not from the text of the source, unless noted: active = inhibition above about 30%; inconclusive = no clear call, values can overlap the other calls; inactive = below that. Outcome played no part in choosing rows; overall some 2.3% were active at least once.

SMILES	PrPC surface inh	Anthrax LF prot	Yp Topo-I inh	PfHsp40 rescue	FadD28 FP inh	BoNT-A LC inh2	BoNT-F LC inh	CCHF vOTU inh	TcdB GH inh
CCCNC(=O)c1ccc2c(=O)c(O)c(-c3ccc(C)cc3)[nH]c2c1	-4	8	4	-1.2	-2.5	4.3	-1	-10	1.1
O=C(Cn1c(=O)oc2ccccc21)NCC1COc2ccccc2O1 (stereo not given)	4	-4	-5	1.3	-1.1	-1.7	-9	1	0.1
Cc1cc(NC(=O)CCC(=O)N2CCC3(CC2)OCCO3)no1	1	-1	-2	-1.0	-1.0	-4.0	-5	-5	.
COCCNc1oc(-c2ccco2)nc1S(=O)(=O)c1ccccc1	.	-2	13	-0.4	0.0	1.3	-1	.	.
COc1ccc(S(=O)(=O)NCC(c2cccs2)N2CCc3ccccc3C2)cc1 (stereo not given)	-9	2	29	1.1	-6.2	0.6	0	0	3.9
CCN(CC)C(=O)CN(c1ccc(Cl)cc1)S(=O)(=O)c1ccccc1	4	-7	5	1.2	-2.3	-0.5	-7	1	.
CCCCn1c(SCc2cccnc2)nc2c1c(=O)n(C)c(=O)n2C	10	-2	6	-0.5	-1.6	0.5	5	-5	.
Cc1ccc(CSc2nc3ncccc3[nH]2)cc1	3	-1	6	0.8	-1.2	-0.1	-3	-4	.
O=C(COC(=O)CCc1ccc(S(=O)(=O)N2CCCCC2)cc1)Nc1cccc2ccccc12	9	0	-7	1.2	-0.7	-0.5	1	21	.
Cc1ccccc1-n1c(=O)c2ccccc2n2cnnc12	4	-8	0	-0.8	-2.1	0.7	-4	-2	.
CCC(c1ccc(O)c(O)c1)C(CC)c1ccc(O)c(O)c1 (stereo not given)	.	-5	-2	1.2	-2.3	0.1	-6	.	.
CCOC(=O)C1(CCOc2ccccc2)CCN(S(=O)(=O)N(C)C)CC1	5	3	16	1.6	-0.5	-2.6	?	-8	0.4
Fc1ccccc1N1CCN(Cc2nc(-c3ccccc3)no2)CC1	2	0	16	-0.4	-2.7	-0.2	2	6	-0.1
Cc1ccc2nc(N3CCOCC3)c(C=O)cc2c1	1	2	10	-0.8	-4.2	3.0	-20	0	0.2
COC(=O)c1sc2ccccc2c1-n1cccc1C(=O)C(=O)Nc1ccc(Cl)cc1	1	-2	-3	-0.1	-2.2	0.0	-10	12	.
CC(C)c1ccc(NC(=O)CSc2n[nH]c(=O)n2C2CC2)cc1	1	1	2	-0.7	-0.3	-0.3	2	5	0.5
CCN(CC(=O)Nc1cc(C)on1)CC(=O)Nc1ccccc1C(F)(F)F	0	-10	-9	-2.8	-1.3	0.5	2	-5	-0.4
COc1ccc(C(CNC(=O)Nc2ccccc2)N2CCN(C)CC2)cc1 (stereo not given)	3	2	0	-0.2	-4.1	2.0	5	-2	1.3
COc1cc(C(=O)OC(C)C(=O)NC(=O)NC2CCCCC2)ccc1OC(F)F (stereo not given)	-1	-3	12	1.1	0.5	0.6	-2	12	-1.6
CCOC(=O)C1=C(CSCC(=O)OC)NC(=O)NC1c1cc(C)ccc1C (stereo not given)	2	-9	1	-0.4	1.2	1.6	2	4	.
Cc1ccccc1CCNC(=O)C1CCC(=O)N(C2CCCCCC2)C1 (stereo not given)	-4	-2	20	-0.4	-1.5	-1.6	-4	23	1.6
Cc1ccc[n+](CC(=O)c2cc3ccccc3oc2=O)c1	0	-3	41	0.7	-3.7	1.2	2	-10	.
CCn1c(SCC(=O)OCc2ccccc2)nnc1-c1ccco1	-2	-2	11	-1.7	2.3	0.2	0	-10	0.4
COCCCN1C(=O)c2ccc(C(=O)Nc3ccccc3Cl)cc2C1=O	4	-5	2	0.8	-2.1	-0.6	-1	5	1.3
O=C(O)c1cccnc1SC1CC(=O)N(c2cccc(C(F)(F)F)c2)C1=O (stereo not given)	7	-4	-1	0.4	-1.0	0.1	-6	4	0.4
Next section
SMILES	PrPC surface inh	Anthrax LF prot	Yp Topo-I inh	PfHsp40 rescue	FadD28 FP inh	BoNT-A LC inh2	BoNT-F LC inh	CCHF vOTU inh	TcdB GH inh
O=C(COn1nnc2ccccc21)N1CCN(Cc2ccccc2)CC1	9	-6	4	0.4	-4.2	-0.2	3	-12	1.5
CCOC(=O)C1=C(COC(=O)COc2ccc(C(C)=O)cc2)NC(=O)NC1C (stereo not given)	-6	?	-1	-0.2	-1.2	?	?	-8	2.3
COc1cc2c(cc1OC)-c1cc3ccc4c(c3c[n+]1CC2)OCO4	-39	0	-11	1.7	-2.2	2.2	-21	23	0.0
O=C(NCCCN1CCN(c2cccc(Cl)c2)CC1)c1nc(-c2ccncc2)no1	2	-5	1	-0.3	-1.1	-1.4	-12	-4	.
COc1ccc(NS(=O)(=O)c2ccc(O)c([N+](=O)[O-])c2)cc1S(=O)(=O)N1CCCCC1	-5	-3	-2	2.0	-1.0	0.4	-4	2	-0.9
O=S(=O)(NCC(c1ccc2c(c1)OCO2)N1CCOCC1)c1ccc(Br)cc1 (stereo not given)	3	-4	3	-2.1	0.4	-0.7	-9	-5	0.1
Cc1ccccc1CNC(=O)CCC(=O)N1CCOc2ccc(Cl)cc21	10	-9	2	-0.3	0.7	-0.1	-11	5	0.9
Cc1ccc(C)c(N(CC(=O)NC2CCCC2)S(=O)(=O)c2ccccc2)c1	4	-1	19	0.0	-3.0	-0.1	-3	-2	2.1
COc1ccc(CCNC(=O)CNS(=O)(=O)c2ccc(N(C)C)c([N+](=O)[O-])c2)cc1OC	-18	4	4	-0.6	-1.0	-0.8	-36	-7	4.3
COC(=O)c1ccc(NC(=O)c2cc(Cl)ccc2OC)cc1	-1	-4	2	-0.6	-0.8	-0.5	0	1	1.4
CCOc1ccccc1C(=O)n1nc2nc(C)cc(C)c2c1N	7	-1	2	-0.2	-1.3	0.1	1	-14	.
CC(CCc1ccc(O)cc1)NC(c1ccccc1)c1ccc(Cl)cc1 (stereo not given)	17	-8	14	-1.2	-5.4	1.2	-39	4	-4.1
O=C(N=Nc1c(O)n(Cc2ccccc2)c2ccccc12)c1ccc(O)cc1	-22	-3	0	-0.5	-0.2	-0.4	-8	21	.
CCOC(=O)N1CCC(NC(=O)Cn2cccc2C(=O)c2ccccc2)CC1	-1	1	-2	-0.5	-0.1	0.4	-2	0	.
COc1ccc(C2/C=C\CN(C(=O)C3CCCCC3)CC(=O)N2Cc2ccc(F)cc2)cc1 (stereo not given)	2	2	36	3.3	-0.4	-0.3	-12	5	-0.3
COc1ccc(NC(=O)/C(C#N)=C\c2ccc(-c3cccc(C(=O)O)c3C)o2)cc1	-33	8	-6	0.2	-2.2	-1.4	-30	14	0.9
CCN1CCN(c2cc(C)c3cc(NC(=O)c4ccncc4)ccc3n2)CC1	-8	2	-2	0.3	-0.6	0.0	-11	9	2.5
Cc1ccc(N(CCC#N)C(=O)COC(=O)c2nc3nc(C)cc(C)n3n2)cc1	0	1	7	-0.4	-1.1	0.0	1	-3	0.7
Cc1ccc(S(=O)(=O)N/N=C/c2c[nH]c3ccccc23)cc1	-3	-5	-4	0.7	-4.5	-0.5	-1	15	1.5
Cc1cccn2c(CNCCc3ccco3)c(C(=O)N3CCOCC3)nc12	13	-3	9	14	-1.6	-0.9	-2	2	-0.3
CCOc1[nH]n(-c2ccccc2)c(=O)c1C=Nc1ccc(C)cc1	1	-2	-7	-0.5	1.6	-1.0	-3	-10	-0.3
COc1ccc2[nH]c(=O)c(CN(C(=O)c3cccnc3)c3ccc(C)cc3C)cc2c1	2	2	13	-0.4	-4.9	0.2	-3	-13	1.0
CC(C)OC(=O)CSc1nnc(-c2ccccn2)n1-c1ccccc1	-6	-2	-4	-1.3	-1.5	-0.7	7	16	.
CCOc1ccc(S(=O)(=O)N2CCCC(C(=O)NCc3ccccn3)C2)cc1C (stereo not given)	9	-2	2	-0.6	-1.9	-3.2	-22	-1	-11
O=c1c2ccccc2nnn1CSc1nnnn1-c1ccccc1	2	-5	17	0.5	-0.2	-0.5	-3	-9	.
Going on with the list.
SMILES	PrPC surface inh	Anthrax LF prot	Yp Topo-I inh	PfHsp40 rescue	FadD28 FP inh	BoNT-A LC inh2	BoNT-F LC inh	CCHF vOTU inh	TcdB GH inh
COc1ccc(OCC(=O)NNC(=O)C(=O)N2CCCC2)cc1	-3	0	-2	-0.8	?	0.7	0	-17	.
CNC(=O)C(=O)NCC(c1cccs1)S(=O)(=O)c1ccc(C)cc1 (stereo not given)	-2	-2	-8	-0.8	-0.1	-1.0	-1	16	0.7
COCCNc1nc2c(c(=O)n(C)c(=O)n2C)n1Cc1cccc(C)c1	24	-7	-4	1.2	-1.9	-1.6	0	12	.
O=C(CNC(=S)NC(=O)c1ccco1)c1ccccc1	-7	3	3	-0.2	-0.5	-0.3	3	2	.
CN1CCCC(OC(=O)c2ccc(C(C)(C)C)cc2)C1 (stereo not given)	0	-12	-3	1.6	-2.9	2.3	20	11	-3.3
COc1ccccc1/C=N/NC1=NCCCCC1	-11	-2	5	0.0	-4.1	0.1	-8	-16	.
O=C(Nc1ccccc1C(=O)N1CCCCC1)C1CCCCC1	-9	0	-5	-0.6	3.2	-1.5	-1	5	.
CCOc1ccc(C(C)=O)cc1COC(=O)c1cc([N+](=O)[O-])ccc1N1CCOCC1	-11	1	0	1.3	0.0	1.1	5	7	-0.1
COc1ccccc1-n1cnc(N)c1C(C)=O	3	-2	1	0.0	1.1	0.1	-1	-4	.
CCOC(=O)c1sc2nc(C)nc(NCc3cccnc3)c2c1C	-6	-6	-10	-1.3	-4.0	0.5	-4	-35	1.3
COc1ccc(-c2[nH]ncc2CN2CCCO2)cc1F	1	2	-4	-1.9	-2.2	-0.2	-6	-12	0.8
N#Cc1ccccc1NC(=O)c1ccc(-c2ccccc2Cl)o1	-1	0	16	1.3	-7.5	-0.4	-3	4	.
Cc1nn(Cc2ccc(F)cc2)c2sc(C(=O)Nc3ccc(N4CCOCC4)cc3N3CCOCC3)cc12	-9	-3	13	13	-2.0	0.1	0	-10	2.1
COc1cccc(OC2(C)CCN(Cc3ccc(-c4ccccn4)cc3)C2)c1 (stereo not given)	0	-7	20	.	-2.6	-0.3	-1	2	-0.5
COc1ccc2oc(C(=O)N3CCN(C(c4ccccc4)c4ccccc4)CC3)c(C)c2c1	4	0	23	0.0	-0.6	7.2	16	8	0.6
S=c1[nH]nc(-c2cnccn2)n1-c1ccccc1	4	-6	1	-0.9	0.6	-0.5	-4	10	.
CC(=O)N1c2ccc(S(=O)(=O)NCc3ccco3)cc2CC1C (stereo not given)	-3	-2	4	-1.3	-1.8	-0.6	-3	6	0.4
CN(Cc1ccccc1F)C(=O)C1CCCN(C(=O)c2ccc(Cl)cc2)C1 (stereo not given)	8	-7	11	-0.9	-2.0	-0.8	0	2	2.6
Cc1ccc(S(=O)(=O)N2CCOCC2)cc1NC(=O)COC(=O)c1ccc(Cl)nc1	1	.	7	-1.7	0.5	.	.	0	0.9
O=C(O)c1ccccc1C(=O)c1ccc2c(c1)N(Cc1cccc(F)c1)C(=O)CO2	8	2	-5	-0.6	0.6	-1.1	-1	-3	21*
CCC(C)(C)NC(=O)c1ccc(Br)o1	-3	-2	3	0.1	-5.0	0.4	2	-3	0.2

Seven entries from above, sorted by SMILES length, smallest number first:
SMILES	PrPC surface inh	Anthrax LF prot	Yp Topo-I inh	PfHsp40 rescue	FadD28 FP inh	BoNT-A LC inh2	BoNT-F LC inh	CCHF vOTU inh	TcdB GH inh
CCC(C)(C)NC(=O)c1ccc(Br)o1	-3	-2	3	0.1	-5.0	0.4	2	-3	0.2
S=c1[nH]nc(-c2cnccn2)n1-c1ccccc1	4	-6	1	-0.9	0.6	-0.5	-4	10	.
O=C(CNC(=S)NC(=O)c1ccco1)c1ccccc1	-7	3	3	-0.2	-0.5	-0.3	3	2	.
CN1CCCC(OC(=O)c2ccc(C(C)(C)C)cc2)C1 (stereo not given)	0	-12	-3	1.6	-2.9	2.3	20	11	-3.3
N#Cc1ccccc1NC(=O)c1ccc(-c2ccccc2Cl)o1	-1	0	16	1.3	-7.5	-0.4	-3	4	.
CC(=O)N1c2ccc(S(=O)(=O)NCc3ccco3)cc2CC1C (stereo not given)	-3	-2	4	-1.3	-1.8	-0.6	-3	6	0.4
Cc1nn(Cc2ccc(F)cc2)c2sc(C(=O)Nc3ccc(N4CCOCC4)cc3N3CCOCC3)cc12	-9	-3	13	13	-2.0	0.1	0	-10	2.1

Screening results: PubChem BioAssay, several laboratories
